Source: PubChem BioAssay (several laboratories)
OX1R antagonist = antagonists of human orexin 1 receptor. inhibition, % at 5 µM. CHO/OX1R cells, Fluo-8 calcium fluorescence, orexin A. actives 0.43% (n = 330,000);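 active means inhibition above its plate's threshold, mean inhibition of all tested compounds on the plate plus 3 SD, cut at about 37% in these data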;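 further: 0% = orexin A challenge wells and 100% = SB-334867-A antagonist wells; not every result past the cut was called active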
Target sequence (O43613 whole entry, looked up): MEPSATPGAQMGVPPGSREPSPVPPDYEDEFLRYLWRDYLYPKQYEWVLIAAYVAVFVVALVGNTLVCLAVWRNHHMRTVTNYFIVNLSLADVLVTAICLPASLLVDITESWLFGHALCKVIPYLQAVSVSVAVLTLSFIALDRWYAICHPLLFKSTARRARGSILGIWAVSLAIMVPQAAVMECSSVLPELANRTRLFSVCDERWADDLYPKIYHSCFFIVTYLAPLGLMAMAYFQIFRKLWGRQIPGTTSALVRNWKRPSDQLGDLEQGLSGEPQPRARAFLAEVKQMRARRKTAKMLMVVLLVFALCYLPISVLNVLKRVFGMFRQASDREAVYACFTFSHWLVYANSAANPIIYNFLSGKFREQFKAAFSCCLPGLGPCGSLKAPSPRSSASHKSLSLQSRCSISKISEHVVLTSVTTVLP
CHT PAM = allosteric activators of human choline transporter CHT; Q9GZV3; CHT-expressing cells, membrane potential dye, choline EC20; hits give high values; LV-AA mutant CHT in HEK293 cells; B-score at 10 µM; actives 0.49% (n = 310,000); AID 488977;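 active means initial fluorescence not abnormally high and integrated response B-score, plate-corrected, over 3 SD above library mean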
Target sequence (Q9GZV3 whole entry, looked up): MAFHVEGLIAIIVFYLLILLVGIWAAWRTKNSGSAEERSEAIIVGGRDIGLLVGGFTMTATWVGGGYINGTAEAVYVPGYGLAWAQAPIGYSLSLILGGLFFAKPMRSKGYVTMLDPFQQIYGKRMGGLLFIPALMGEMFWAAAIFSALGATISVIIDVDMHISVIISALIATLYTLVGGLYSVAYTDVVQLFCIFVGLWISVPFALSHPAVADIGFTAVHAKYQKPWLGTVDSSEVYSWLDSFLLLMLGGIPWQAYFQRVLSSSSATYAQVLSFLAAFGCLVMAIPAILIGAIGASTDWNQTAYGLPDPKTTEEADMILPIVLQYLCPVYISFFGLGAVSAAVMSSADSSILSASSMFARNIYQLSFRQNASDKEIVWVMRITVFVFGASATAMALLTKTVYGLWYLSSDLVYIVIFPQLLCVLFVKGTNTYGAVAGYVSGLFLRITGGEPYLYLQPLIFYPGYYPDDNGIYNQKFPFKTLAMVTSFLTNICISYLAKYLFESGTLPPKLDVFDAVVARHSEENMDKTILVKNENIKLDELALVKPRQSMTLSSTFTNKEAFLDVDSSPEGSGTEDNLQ
* marks the source's active call; other numbers are inactive results; i = inactive; / = not tested or not shown.

canonical_smiles	OX1R antagonist	CHT PAM
C/C(=N\NC(=O)C(C)Oc1ccc([N+](=O)[O-])cc1)c1ccccn1 (configuration not stated)	-8	i
CCOC(=O)c1sc(=S)n(CC)c1N	-10	i
CCC(Sc1nc2n[nH]c(C)c2c(=N)n1-c1cccc(Cl)c1)C(=O)NCCOC (configuration not stated)	-24	i
CCCCNC(=O)C(=O)NC(C)CCc1ccccc1 (configuration not stated)	-10	i
NC(=O)C1=C[C@H](c2ccc3c(c2)OCO3)C[C@H](OCc2ccc(CO)cc2)O1	-17	i
CCC(=O)N1CCc2cc(S(=O)(=O)CCC(=O)N(C)c3ccc(OC)cc3)ccc21	-22	i
C/C(=N\NC(=O)c1ccc(CN2CCOCC2)cc1)c1cccc([N+](=O)[O-])c1	10	i
COC(=O)c1ccc(N=NN2CCCCC2)cc1	-8	i
CC1CCc2c(sc(NC(=O)CCc3nc4ccccc4c(=O)[nH]3)c2C#N)C1 (configuration not stated)	3	/
O=C(Nc1nnc(N2CCCCCC2)s1)c1cc(-c2ccc(Br)cc2)on1	-27	i
Cc1cc(=O)[nH]c(N/N=C/c2ccc(C)o2)n1	-7	i
O=C(NCCN1C(=O)S/C(=C\c2cccnc2)C1=O)C1CC(=O)N(Cc2ccco2)C1 (configuration not stated)	-3	i
CC(=O)NC1CC2CCCC(C1)N2S(=O)(=O)c1ccccc1 (configuration not stated)	-5	i
Cc1nn(-c2ccc(N3CCOCC3)nn2)c(C)c1CCC(=O)N1CCN(C)CC1	-3	i
Cc1ccc(C)c(N2CCN(C(=O)C34CC5CC(C3)CC(n3nnc(C)n3)(C5)C4)CC2)c1	-31	i
N#Cc1ccccc1N=C1CCCN1Cc1ccccc1	-17	i
CSCC[C@H](NC(=O)NCCC1=CCCCC1)C(=O)O	-19	i
O=C(c1csc2c1CCCC2)N1CCN(c2ncccn2)CC1	-13	i
Cc1ccccc1-c1noc(CNC(=O)c2ccco2)n1	-13	i
COCCn1c(SCC(=O)NCCc2ccc(OC)c(OC)c2)nc2c([nH]c3ccccc32)c1=O	-20	i
Cc1ccc(C)c(S(=O)(=O)Nc2ccc(C(=O)NCCc3ccccn3)cc2)c1	-14	i
O=C(NC(C(=O)N1CCCC1C(=O)O)=C1CCCCC1)c1ccccc1 (configuration not stated)	2	i
O=C(NC1CCCC1)C(c1c[nH]c2ccccc12)N(C(=O)Cn1nnc(-c2ccc(Cl)cc2)n1)c1ccccc1 (configuration not stated)	-13	i
COc1ccc(N2CCN(C(=O)[C@@H]3CCCN3C3=NS(=O)(=O)c4ccccc43)CC2)cc1	1	/
CCCC(=O)NC(=S)Nc1ccccc1OC	-7	i
CCN(CC)CCCN1C(=O)C(O)=C(C(=O)c2ccc(C)o2)C1c1ccc(C)o1 (configuration not stated)	1	i
Cc1cccc(C(=O)Nc2cccc3c2CCCC3)c1	-8	i
Cc1c(C(=O)N(C)c2ccccc2Cl)cnn1-c1ccccc1	-21	i
Nc1cc(=O)[nH]c(=O)n1CC1CC1	1	i
COc1nc(OC)nc(N2CCC(NC(=O)C(Cc3ccc(C(C)C)cc3)NC(C)=O)CC2)n1 (configuration not stated)	-17	i

Two entries from above, field by field.
> CCCCNC(=O)C(=O)NC(C)CCc1ccccc1 (configuration not stated)
  OX1R antagonist: -10
  CHT PAM: i
> CSCC[C@H](NC(=O)NCCC1=CCCCC1)C(=O)O
  OX1R antagonist: -19
  CHT PAM: i

Next part.
canonical_smiles	OX1R antagonist	CHT PAM
CCOC(=O)c1[nH]c2c(c1C)C(=O)CC(c1ccco1)C2 (configuration not stated)	-30	i
CCCCn1c(-c2ccccc2)nc2c(=O)n(C)c(=O)[nH]c21	-12	i
O=C(Cc1ccccc1[N+](=O)[O-])NCCCc1ccccc1	-15	i
CCS(=O)c1ccccc1C(=O)OCC(=O)Nc1cccc(S(=O)(=O)N2CCCCC2)c1 (configuration not stated)	6	/
CC(=O)Oc1ccc(C23CC4CC(CC(C4)C2)C3)cc1C(=O)O	-3	i
CCOC(=O)CSc1nc(COc2ccccc2)nc2ccccc12	-45	i
CCc1ccccc1N(C(C)=O)c1nc(CCl)cs1	-13	i
CC(C)(C)NC(=O)C(=O)NNC(=O)C12CC3CC(CC(C3)C1)C2	-12	i
CCOC(=O)N1CCN(C(=O)C2CCN(S(=O)(=O)c3ccc(NC(C)=O)cc3)CC2)CC1	-2	i
Cc1ccc(NC(=O)Cc2c(Cl)cccc2Cl)cc1S(=O)(=O)N(C)C	-13	i
c1ccc2c(Nc3nnc(-c4ccncc4)s3)cccc2c1	-19	i
O=C(N/N=C\c1cccs1)c1ccccc1-n1cccc1	-13	i
C=CCn1c(SCc2cccc(F)c2)nc2cc(C(=O)N3CCC(C(N)=O)CC3)ccc2c1=O	-27	i
COc1ccccc1N1CCN(/N=C\c2ccccc2)CC1	-16	i
CC(C)(C)n1nnnc1C(c1cccs1)N(Cc1ccccc1)Cc1ccco1 (configuration not stated)	4	i
CCN(CC)c1ccc(N=CN2CCOCC2)cc1	-19	i
CC(C)(C)[C@@H]1C=C(C(=O)Nc2ccccc2)O[C@H](OCc2ccc(CO)cc2)C1	-29	i
COC(=O)c1ccc(C(=O)OC)c(NC(=S)N2CCC(C(N)=O)CC2)c1	-2	i
COC(=O)c1ccc(COc2ccc(F)cc2)o1	-7	i
CN(C)Cc1ccccc1C(O)(c1ccccc1)c1ccccc1	-20	i
CCOCCc1nnc(NC(=O)COC)s1	-8	i
CCCCCC1CC(=O)C=C(C)C1C(=O)OC (configuration not stated)	-13	i
O=C(CN1CCN(c2ccc(O)cc2)CC1)N1CCc2ccccc21	-6	i
CCS(=O)(=O)N1CCC(C(=O)NCCCN2CCCCCC2)CC1	-14	i
Cc1cc(O)ccc1Nc1nc(-c2cccs2)cs1	-7	i
COc1ccccc1CNC(=O)CSc1nc2ccccc2c(=O)n1CCCN1CCOCC1	-33	i
O=C(c1ccc2ncsc2c1)N1CCCCC1	-16	i
COc1cccc(/C(O)=C2\C(=O)C(=O)N(c3ccccn3)C2c2cccc(OC)c2OC)c1 (configuration not stated)	3	i
Cc1cccc(N2CCN(C(=O)c3cc4c(=O)[nH]c5ccccc5c4n3C)CC2)c1C	-28	i
Cc1nc2ccc(Br)cn2c1C(=O)N/N=C\c1ccc(C(C)C)cc1	-18	i

(cont.)
canonical_smiles	OX1R antagonist	CHT PAM
COc1ccc(S(=O)(=O)N2CCC3(CC2)CC(=O)c2ccccc2O3)cc1	-17	i
CCOc1ccccc1OCC(=O)Nc1nnc(C)s1	-14	i
O=C(NC(CSSCC(NC(=O)c1ccccc1)C(=O)O)C(=O)O)c1ccccc1 (configuration not stated)	4	i
COc1ccccc1C(=O)NCC(=O)N1CCN(S(=O)(=O)c2ccc3c(c2)OCCO3)CC1	-19	i
COCCCn1c(Cc2csc(Nc3ccccc3)n2)nnc1SCC(N)=O	-16	i
COc1cc(OC)c(S(=O)(=O)Nc2ccccc2N2CCCCC2)cc1NC(C)=O	-21	i
CC(=O)Nc1ccc(NC(=O)CCNS(=O)(=O)c2cccc3nsnc23)cc1	-18	i
COC(=O)c1ccc(NC(=O)CN2CCCC2)cc1	-12	i
COc1cc(NC(=O)c2cccnc2SC)cc(OC)c1	1	i
Cc1ccc(S(=O)(=O)N/N=C2/CC(c3ccccc3)Oc3ccccc32)cc1 (configuration not stated)	-28	i
COc1ccc(S(=O)(=O)Nc2cccc3c2O[C@H](CN(C)S(=O)(=O)c2ccc(F)cc2)[C@H](C)CN([C@H](C)CO)C3=O)cc1	3	/
COc1cccc(CN2CCN(Cc3ccc(C)o3)CC2CCO)c1 (configuration not stated)	-17	i
CCOC(=O)C1=C(C)NC2=C(C(=O)C(C(=O)OC)C(C)C2)C1c1ccc(OC)c(O)c1 (configuration not stated)	-4	i
O=C(CSc1nnc(NC(=O)c2c(F)cccc2F)s1)NC1CC1	-5	i
CCOc1cc(C)c(Cl)cc1S(=O)(=O)NCCOC	-12	i
CC(C)N1CCc2c(sc(NC(=O)c3ccc(S(=O)(=O)N(C)CC4CCCO4)cc3)c2C(N)=O)C1 (configuration not stated)	-7	i
O=C1CC(N(CCc2ccccc2)C(=S)Nc2ccccc2)C(=O)N1c1ccccc1 (configuration not stated)	29	i
Cc1cc(Br)ccc1SCC(=O)NNC(=O)c1ccco1	-11	/
Cc1c(NC(=O)C(=O)/C=C(\O)c2ccc(Cl)cc2)c(=O)n(-c2ccccc2)n1C	-17	i
Cc1ccc2c(c1)[C@H]1[C@H](CO2)[C@H](c2ccccc2)[C@]2(C)C(=O)Nc3cc(Cl)ccc3C(=O)N12	-24	i
O=[N+]([O-])c1cccc(/C=N/n2c(C3CCCCC3)n[nH]c2=S)c1	-27	i
COC(=O)c1ccccc1NC(=O)CSc1nc(C)cc(C)n1	-16	i
CC(C)(C)c1ccc(C(=O)O)c(C(=O)c2ccc(C(=O)O)cc2)c1	6	i
N/C(Cc1ccccc1)=N\OC(=O)c1cccc2ccccc12	-5	i
O=C(CN1C(=O)NC2(CCc3ccccc32)C1=O)c1ccccc1 (configuration not stated)	-25	i
Cc1c(CCO)c(=O)n(-c2ccccc2)n1S(=O)(=O)c1c(Cl)cc(Cl)cc1Cl	-16	i
C=CCn1c(Cc2nc3ccccc3[nH]2)n[nH]c1=S	-18	i
CCOC(=O)c1sc(=S)n(-c2ccccc2Cl)c1SC	-10	i
O=C(N/N=C/c1cccc([N+](=O)[O-])c1)c1ccc2c(c1)OCCO2	-31	i
CC(=O)c1ccccc1NC(=O)CCCNC(=O)c1ccc(Cl)cc1	-23	i

Among those listed so far, these contain a cyano group.
canonical_smiles	OX1R antagonist	CHT PAM
CC1CCc2c(sc(NC(=O)CCc3nc4ccccc4c(=O)[nH]3)c2C#N)C1 (configuration not stated)	3	/
N#Cc1ccccc1N=C1CCCN1Cc1ccccc1	-17	i

Next part.
canonical_smiles	OX1R antagonist	CHT PAM
Cc1ccc(C)c(OCc2cc(C(=O)N3CC[C@H](O)C3)no2)c1	-4	i
CN(C)CCNC(=O)COc1ccc(C23CC4CC(CC(C4)C2)C3)cc1	-6	i
COc1cc(Nc2ccc(S(N)(=O)=O)cc2)c([N+](=O)[O-])nc1[N+](=O)[O-]	-8	i
CCc1nonc1NC(=O)c1oc2cc(Br)ccc2c1C	-24	i
Cc1noc(C)c1NC(=O)N(C)C[C@H]1Oc2ccc(NC(=O)CCC(F)(F)F)cc2C(=O)N([C@H](C)CO)C[C@@H]1C	1	/
O=[N+]([O-])c1ccccc1/C=N\N1CCN(c2ccccc2)CC1	-23	i
Cc1cc(C)c(S(=O)(=O)N2CCCOC2CNC(=O)C(=O)NCc2cccs2)c(C)c1 (configuration not stated)	-5	i
CC(C)(C)CC(=O)Nc1cc(S(=O)(=O)N2CCCCCC2)ccc1Cl	-11	i
COc1cc(C(=O)OC(C)C(=O)N2CCCC2)cc2c1OCCO2 (configuration not stated)	1	/
Cc1cc(NC(=O)CCC(=O)N(CCC(C)C)C(C(=O)NCC2CCCO2)c2ccccc2C)no1 (configuration not stated)	-36	i
COc1ccc(NC(=S)NC(=O)/C=C/c2ccc(F)cc2)cc1	/	i
O=C(c1ccc2c(c1)N(Cc1ccccc1)C(=O)CS2)N1CCOCC1	-25	i
CCOC(=O)C1=C(CS(=O)(=O)c2ccc(C)cc2)NC(=O)NC1c1ccc(O)c(OC)c1 (configuration not stated)	0	i
Cc1ccc(S(=O)(=O)N2CCN(C(=O)CN3CCc4ccccc4C3)CC2)cc1	-23	i
CC(C)(C)c1ccc(OC(=O)N2CCOCC2)cc1	11	i
O=C(CSc1nnnn1C1CC1)N1CCN(Cc2ccccc2F)CC1	-11	/
CCOC(=O)C1=C(C)NC2=C(C(=O)CC(C)(C)C2)C1c1ccc(N(C)C)cc1 (configuration not stated)	-21	i
CCN(CC(=O)Nc1ccc(NC(C)=O)cc1)C(=O)/C=C/c1c(C)nn(-c2ccc(F)cc2)c1C	-16	i
COc1ccc(Br)cc1/C=N/NC(=O)CN1CCCCC1	-8	i
O=C(CN1C(=O)NC2(CCCCCC2)C1=O)NCCc1ccc(F)cc1	-12	/
CCOc1ccc(N(CC(=O)Nc2cc(C)cc(C)c2)S(C)(=O)=O)cc1	-27	i
CN1CCN(C(=S)c2ccc(-c3cccc(Cl)c3Cl)o2)CC1	-22	i
O=C(Nc1cccc(C(=O)NC2CC2)c1)c1ccc(Cl)c(S(=O)(=O)N2CCOCC2)c1	-23	/
COC(=O)c1cccc(NC(=O)CSc2nnc(COc3cccc(C)c3)n2C)c1	-17	i
O=C(NCCO)c1nc(C(=O)c2ccc(Cl)cc2)c2ccccc2n1	-8	/

Single records (already shown). Order of screens: OX1R antagonist, CHT PAM
`CC(C)(C)c1ccc(OC(=O)N2CCOCC2)cc1` as listed: 11, i
`COc1cc(C(=O)OC(C)C(=O)N2CCCC2)cc2c1OCCO2` (configuration not stated) as listed: 1, /
`O=C(CSc1nnnn1C1CC1)N1CCN(Cc2ccccc2F)CC1` as listed: -11, /
